Screening data from PubChem BioAssay.
Myeloid diff MLP = promotes myeloid progenitor differentiation; ER-HoxA9 myeloid progenitors, lysozyme-GFP differentiation, flow cytometry; calls only at 10 µM; hit rate 1% among 360,000; AID 624256;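 active = normalized GFP-positive differentiation at or above the plate's own cutoff, the solvent-only control mean plus 3 SD; inconclusive = no clear call, values can overlap the other calls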;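 also: cells exposed to compound for four days before flow analysis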
Myeloid diff MLP GFP+ MAC1+ % = second read-out of Myeloid diff MLP, no call of its own (marks repeat the call); GFP+ MAC1+ double positive, %; measured here: differentiation confirmed by MAC1 staining
Starred values were filed as active, the others as inactive; i = inactive; ? = inconclusive; / = no result given; & = joins results of further samples. Some of the compounds tested; count on the stated rates, not on these rows.

SMILES	Myeloid diff MLP	Myeloid diff MLP GFP+ MAC1+ %
CC(=O)OC1(C(C)=O)CCC2C3CC4OC45CC(O)CCC5(C)C3CCC21C (configuration not stated)	i	2.2
Cc1c(NC(=O)COC(=O)Cn2cc(C(F)(F)F)ccc2=O)cccc1[N+](=O)[O-]	i	0.7
Nc1nc(=S)c2ncn(C3CCCCC3)c2[nH]1	i	0.9
COc1cccc(CN2CCC2(C)C(=O)Nc2cnc3ccccc3c2)c1F (configuration not stated)	i	2.4
COc1cc2c(cc1CNC[C@H]1O[C@@H](n3cc(C)c(=O)[nH]c3=O)C[C@@H]1O)OCO2	i	0.7
CC12CCC(=O)C=C1CCC1C2CCC2(C)C(C(=O)CO)CC(O)C12 (configuration not stated)	i	2.5
Cc1cc(C)cc(OCC(=O)Nc2ccc(N3CCOCC3)cc2N2CCOCC2)c1	i	0.4
O=C(OC1CCCC1)c1ccc(Cl)cc1Cl	i	0.3
CC1(C(=O)NS(=O)(=O)c2cccs2)CCN1C(=O)C1CC1 (configuration not stated)	i	0.9
COC1CC(=O)C2OC(c3ccccc3)OCC2O1 (configuration not stated)	i	0.6
CC1(C(=O)NCc2ccccc2)CN(S(C)(=O)=O)CC(=O)N1C1CC1 (configuration not stated)	i	2.6
c1ccc(-n2nnc(-c3nccs3)n2)cc1	i	1.2
O=C(CCNS(=O)(=O)c1ccccc1C(F)(F)F)N1CCN(C(c2ccccc2)c2ccccc2)CC1	i	1.1
CCN[C@H]1C[C@H](C)S(=O)(=O)c2sc(S(N)(=O)=O)cc21	i	1.2
Cc1ccc(NC(=O)COC(=O)C2CCN(c3ccc(C(F)(F)F)cn3)CC2)cc1C	i	1.7
CCOc1ccc(N2CC(C(=O)Nc3ccc(S(=O)(=O)N4CCCCC4)cc3)CC2=O)cc1 (configuration not stated)	i	0.5
COc1ccc(S(=O)(=O)N2CCN(CCOc3ccccc3Cl)CC2)cc1OC	i	1.8
COc1ccc2[nH]c3c(c2c1)CCN1C(=O)C(CC(=O)NCc2cccc(C(F)(F)F)c2)C[C@H](C(=O)N2CCCCC2)[C@@]31CCc1ccccc1 (some centres not stated)	i	1.0
CC(=O)N1CCN(C(=O)c2cc3c(s2)CCC(C)C3)CC1 (configuration not stated)	i	1.2
C[C@H](CO)N1C[C@H](C)[C@@H](CN(C)S(=O)(=O)c2ccc(F)cc2)Oc2c(NS(=O)(=O)c3ccc(F)cc3)cccc2C1=O	i	2.8
CC(C)(C)c1ccc(CC(=O)N2CCC2(C)C(=O)NCc2ccc(Cl)cc2)cc1 (configuration not stated)	i	0.4
COCCN(C(=O)COC(=O)c1ccccc1Cc1ccccc1)c1c(N)n(Cc2ccccc2)c(=O)[nH]c1=O	i	1.4
NC(=O)c1cccc(-c2ccnc3c2CC(C(=O)NCC2CC2)O3)c1 (configuration not stated)	i	0.1
COc1ccc(S(=O)(=O)N2CCCCC2)cc1NC(=O)CSc1nnc(C2CC2)n1C	i	1.4
COc1cc(OC)cc(-c2c(-c3cccs3)c3cc(-c4ccc(OC)cc4F)ccc3n2C)c1	i	1.8
COC(=O)c1ccc2nc(-c3ccc(C)cc3)c(Cc3cccc(F)c3)n2c1	i	1.4
O=C(O)c1cccc(S(=O)(=O)N2CC=C(c3ccccc3)CC2)c1	i	0.4
O=C1CCCCC1(O)Cc1ccc2c(c1)OCO2 (configuration not stated)	i	0.4
C#Cc1cccc(C(=O)N(Cc2cccnc2)CC2CCCN(C3CCCCC3)C2)c1 (configuration not stated)	i	0.9
C#CCOCCOCCOCCNc1nc(N2CCN(C(=O)[C@H](C(C)C)n3cc(CCO)nn3)CC2)nc(N2CCN(C(=O)[C@H](C)n3cc(CCCN=C(N)N)nn3)CC2)n1	i	1.5
COc1ccccc1C(CNC(=O)c1cccc(S(=O)(=O)NCc2ccccc2)c1)N(C)C (configuration not stated)	i	0.7
O=C(NC1CC1)c1cc(=S)[nH]c2ccccc12	i	0.6
CC(=O)c1cccc(-c2ccnc3c2CC(C(=O)NC(C)C)O3)c1 (configuration not stated)	i	0.6
CC(N)c1csc(NC(=O)c2cc(C(C)(C)C)nn2Cc2ccccc2)n1 (configuration not stated)	i	1.2
COc1ccc(C(=O)c2c(-c3ccc(OC)cc3)oc3ccc(-c4cc(OC)c(OC)c(OC)c4)cc23)cc1	i	1.4
C[C@H](CO)N1C[C@H](C)[C@H](CN(C)Cc2ccncc2)Oc2ncc(Br)cc2C1=O	i	0.6
COC(=O)CCCC[C@@H]1O[C@H](CCc2ccccc2)Cc2[nH]c(=S)[nH]c(=O)c21	i	1.0
Cc1ccc(S(=O)(=O)N2CCC[C@H]2C(=O)Nc2ccccc2Cl)cc1	i	0.5
O=C(/C=C/c1ccc(F)cc1)N1CCN(Cc2ccccc2)CC1	i	0.4
CCCN(C(=O)COC(=O)CNS(=O)(=O)c1ccc(NC(C)=O)cc1)C1CCS(=O)(=O)C1 (configuration not stated)	i	1.1
CC(O)(c1ccccc1)c1ccc2ccccc2n1 (configuration not stated)	i	1.2
CCOc1ccc(C(=O)CCC(=O)NCC(=O)Nc2c(C)cccc2C)cc1	i	1.1
COc1ccc(OC)c(S(=O)(=O)NC(=O)C2(C)CCN2C(=O)Cc2ccccc2)c1 (configuration not stated)	i	1.3
CCOC(=O)N1CCN(C(=O)CNC(=O)c2ccccc2F)CC1	i	0.8
COc1cccc(C(=O)OCC(=O)NC23CC4CC(CC(C4)C2)C3)c1	i	0.2
CC(=O)Nc1cccc(NC(=O)C(=O)NCC(c2ccco2)N2CCc3ccccc3C2)c1 (configuration not stated)	i	1.3
COc1cc(OC)cc(C2=Cc3ccc(OC)cc3C(CC(C)=O)N2c2ccc(C#CCCO)cc2)c1 (configuration not stated)	i	1.0
CC(C)N(C(=O)[C@H]1C[C@H](CC(=O)NCCN2CCOCC2)C(=O)N2CCc3c([nH]c4cc(CCC(=O)N(C)C)ccc34)[C@]12C)C(C)C	?	/
COC(=O)[C@@]12CCCCN1[C@H](c1ccc(SC3CCCCC3)cc1)[C@H]1C(=O)N(C)C(=O)[C@H]12	i	1.5
O=C(Nc1ccc(S(=O)(=O)N2CCCC2)cc1)c1ccccc1	i	0.7
(more compounds)
SMILES	Myeloid diff MLP	Myeloid diff MLP GFP+ MAC1+ %
CN(C)c1ncnc2c1ccn2C1OC(CO)C(O)C1O (configuration not stated)	?	/
CCCNC(=O)c1cccc(S(=O)(=O)N2CC3(C)CC2CC(C)(C)C3)c1 (configuration not stated)	i	0.8
Cc1ccc(NC(=O)c2ccco2)nc1	i	0.8
COC(=O)C1=C(C(=O)OC)C(C(=O)OC)C(C(=O)OC)C(C(=O)OC)(C(=O)OC)C(C(=O)OC)=C1C(=O)OC (configuration not stated)	i	2.0
COc1ccc(C(C(=O)Nc2c(C)cccc2C)N2CCN(C)CC2)cc1 (configuration not stated)	i	1.8
CC(C)(C)OC(=O)N1C(=O)[C@](OC(=O)c2ccccc2)(c2ccc(F)cc2)c2ccccc21	i	0.8
CC(C)(C)S(=O)(=O)N1C[C@@H]2C(=CC[C@H]3C(=O)N(c4ccccc4)C(=O)[C@@H]23)[C@@H]1CCO	i	0.7
COc1ccccc1CNc1cccc(C)n1	i	0.9
CCCCOCCCNC(=O)C[C@@H]1C[C@@]2(C(=O)OC)CCCCC=C2N(Cc2ccc(Cl)cc2Cl)C1=O	i	0.6
CN(C)C(CNC(=O)c1cccc(S(=O)(=O)Nc2ccc(SC(F)F)cc2)c1)c1ccccc1 (configuration not stated)	i	1.3
CCC1Nc2ncnc(N3CCCCC3)c2N(Cc2ccc(Cl)cc2)C1=O (configuration not stated)	i	1.9&0.3
CC1(C)OC(=O)C2=C(C[C@@H](C3CC3)O[C@@H]2C2CC2)O1	i	0.8
Cc1cc(F)ccc1S(=O)(=O)N1CCCCC1CCNC(=O)C(=O)NCCN1CCOCC1 (configuration not stated)	i	0.6
CCOc1ccc2nc(NC(=O)c3cccc(N4C(=O)CCC4=O)c3)sc2c1	i	0.6
COc1ccc(C)cc1-n1c(SCC(=O)NC2CC2)nc2ccccc2c1=O	i	1.1
COc1ccccc1CNc1nc(NCc2ccccc2F)c2sccc2n1	i	1.1
CN(C)c1cc(NC(=O)CN2CCOCC2)c2ccccc2n1	i	3.7
O=C(Nc1ccc(Cl)cc1F)C1CCCN(C2=NS(=O)(=O)c3ccccc32)C1 (configuration not stated)	i	0.8
O=C(Cn1c(CO)nc2ccccc21)Nc1ccc2c(c1)OCCCO2	i	0.8
Cc1cn(CC(=O)NCc2ccccn2)c(=O)[nH]c1=O	i	0.6
CCN(c1ccc(NC(=O)COC(=O)C(C)N=C2NS(=O)(=O)c3ccccc32)cc1)C(C)C (configuration not stated)	i	1.0
COc1cccc(-c2ccc3c(c2)O[C@H](CN(C)C(=O)c2ccccc2F)[C@H](C)CN([C@H](C)CO)S3(=O)=O)c1	i	1.6
O=S(=O)(Nc1ccccc1Cl)c1ccc(-c2ccccn2)s1	i	0.6
Cc1cccc(C)c1OCC(O)CN1CCN(C(=O)c2ccccc2)CC1 (configuration not stated)	i	1.3
COc1ccc(OC)c(CN2C(=O)CN(S(C)(=O)=O)CC2(C)C(=O)NC(C)C)c1 (configuration not stated)	i	4.6
O=c1oc2ccccc2n1Cc1cccc(C(F)(F)F)c1	i	0.5
COCc1c(C(=O)OCc2nc3ccsc3c(=O)[nH]2)oc2ccccc12	i	0.6
O=C1CC(C(=O)N2CCc3ccccc32)CN1c1cccc(C(F)(F)F)c1 (configuration not stated)	i	1.4
C=C(C)[C@@H]1C2=CC(C(=O)OC)=C(C[C@H](C(=C)C)[C@H]3O[C@H]3C3=C[C@H]1OC3=O)O2	i	16
CC1(C(=O)NCc2ccc3c(c2)OCO3)CCN1C(=O)CCc1ccc(Cl)cc1Cl (configuration not stated)	i	0.3

Given with values under each structure: part of the list above.
Sequence of screens – Myeloid diff MLP, Myeloid diff MLP GFP+ MAC1+ %
CC(=O)OC1(C(C)=O)CCC2C3CC4OC45CC(O)CCC5(C)C3CCC21C (configuration not stated)
  i, 2.2
Cc1c(NC(=O)COC(=O)Cn2cc(C(F)(F)F)ccc2=O)cccc1[N+](=O)[O-]
  i, 0.7
Nc1nc(=S)c2ncn(C3CCCCC3)c2[nH]1
  i, 0.9
COc1cccc(CN2CCC2(C)C(=O)Nc2cnc3ccccc3c2)c1F (configuration not stated)
  i, 2.4
COc1cc2c(cc1CNC[C@H]1O[C@@H](n3cc(C)c(=O)[nH]c3=O)C[C@@H]1O)OCO2
  i, 0.7
CC12CCC(=O)C=C1CCC1C2CCC2(C)C(C(=O)CO)CC(O)C12 (configuration not stated)
  i, 2.5
Cc1cc(C)cc(OCC(=O)Nc2ccc(N3CCOCC3)cc2N2CCOCC2)c1
  i, 0.4
O=C(OC1CCCC1)c1ccc(Cl)cc1Cl
  i, 0.3
CC1(C(=O)NS(=O)(=O)c2cccs2)CCN1C(=O)C1CC1 (configuration not stated)
  i, 0.9
COC1CC(=O)C2OC(c3ccccc3)OCC2O1 (configuration not stated)
  i, 0.6
CC1(C(=O)NCc2ccccc2)CN(S(C)(=O)=O)CC(=O)N1C1CC1 (configuration not stated)
  i, 2.6
c1ccc(-n2nnc(-c3nccs3)n2)cc1
  i, 1.2

Remaining list, next part
SMILES	Myeloid diff MLP	Myeloid diff MLP GFP+ MAC1+ %
CCc1nc2c(OCc3ccccc3C(=O)OC)cccn2c1N(C)C(=O)c1cccc(OC)c1	i	0.4
CCc1nc2c(OCc3ccccc3C(=O)OC)cccn2c1N(C)C(=O)Nc1ccccc1OC	i	0.5
CC1CCCC(C)N1C(=O)COC(=O)CNC(=O)c1ccc(Cl)cc1Cl (configuration not stated)	i	0.8
CCCCn1nnnc1C(CCSC)N1CCN(C/C=C/c2ccccc2)CC1 (configuration not stated)	i	1.2
Cc1nn(C2CCS(=O)(=O)C2)c(C)c1CN(C)C(=O)c1ccc(F)cc1 (configuration not stated)	i	1.5
O=c1[nH][nH]c(=O)c(Cl)c1Cl	i	0.6
O=C(NCCCc1ccccc1)c1cccc(Br)c1	i	0.5
CN1CCN(CC(=O)N2c3ccc(S(=O)(=O)NCCNC(=O)OC(C)(C)C)cc3C(=O)Nc3cccnc32)CC1	i	1.1
Cc1cnc(C(=O)OCC(=O)N2CCN(S(=O)(=O)c3ccc(Cl)cc3)CC2)cn1	i	0.3
CCCCCCn1c(=O)n2n(c1=O)[C@@H]1CN(S(=O)(=O)c3ccc(C)cc3)C[C@]1(O)[C@@H](OC(=O)NCc1ccccc1F)C2	i	2.7
CCN(CC)c1ccc(NC(=O)c2ccc(S(=O)(=O)N3CCOCC3)cc2)cc1	i	2.8
COC(=O)c1ccc(N2C(=O)CC(N3CCN(c4ccccc4)CC3)C2=O)cc1 (configuration not stated)	i	1.4
Cc1nc(Cc2nnc(SCC(=O)N3CCN(c4ccccc4)CC3)o2)cs1	i	0.5
CO[C@H]1CN(C)C(=O)c2cc(NC(=O)c3cc(C)on3)ccc2OC[C@@H](C)N(C(=O)C2CC2)C[C@H]1C	i	1.5
COc1cccc(/C=C/C(=O)OCC(=O)Nc2nnc(-c3ccccc3)o2)c1	i	0.9
OC[C@@H]1CN(Cc2ccc(-c3ccccc3)cc2)C[C@H](n2cnc3c(N4CCOCC4)ncnc32)O1	i	1.0
COc1cc(OC)cc(-c2c(-c3cccs3)c3cc(-c4ccc5c(c4)OCCO5)ccc3n2C)c1	i	1.5
O=C(Nc1ccncc1)C1CCN(S(=O)(=O)c2ccccc2)CC1	i	0.7
Cc1ccc(CN2CCN(CCCn3cnc4c(OCc5ccccc5)ncnc43)CC2)cc1	i	1.2
CN(C(=O)c1cccc(NC(=O)Cc2ccc(NC(=O)C3CCCN(C(=O)C4CCC4)C3)cc2)c1)C1CCC1 (configuration not stated)	i	0.9
COc1ccc(N2CCN(c3cncc(C)n3)CC2)cc1	i	2.4
